Bioassay records: PubChem BioAssay, Southern Research Specialized Biocontainment Screening Center
H37Rv inhibition = M. tuberculosis growth inhibition, HTS (AID 449762); M. tuberculosis H37Rv growth inhibition, 7H9 media; higher % means a stronger effect; inhibition, % at 25 µM, or IC50 in µM where a hit was titrated; 330,000 compounds, 0.59% hits; in the data active means a potency from the dose series; inconclusive means inhibition above about 70% without an active follow-up result;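 further: bacterial growth assessed after seven days of incubation; strong numbers were not always called active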
H1N1 NS1A inhibition = H1N1 influenza NS1A inhibitors, functional cell based assay (AID 504329) | NS1A functional cell-based assay, percent inhibition; higher % means a stronger effect | inhibition, % at 12.5 µM; hits with a dose series show IC50 in µM | 340,000 compounds, 0.3% hits; in the data active means a potency from the dose series; inconclusive means inhibition above about 27% without an active follow-up result; further: strong numbers were not always called active
inhibitors of VEEV = inhibitors of VEEV TC-83 cytopathic effect, confirmation, Vero cells (AID 588727) | inhibition, % at 20 µM; hits with a dose series show IC50 in µM | 350,000 compounds, 0.13% hits | Vero cells, VEEV TC-83 cytopathic effect inhibition; higher % means a stronger effect; in the data active means a potency from the dose series; inconclusive means inhibition mostly from about 14% at the one dose, without a potency; inactive means the rest, 99 in 100 with inhibition below about 12%; further: strong numbers were not always called active
PhoP GFP inhibition = Inhibition of PhoP regulon, Salmonella typhi GFP reporter cells, confirmation, 4 h (AID 1850); Salmonella Typhi PhoP-promoter GFP reporter, fluorescence, 4 h; higher % means a stronger effect; 310,000 compounds, 0.33% hits; one-dose inhibition, % at 50 µM; IC50 in µM for titrated hits; in the data active means a potency from the dose series; inconclusive means inhibition mostly from about 25% at the one dose, without a potency; inactive means the rest, 99 in 100 with inhibition below about 19%;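 further: 0% = induced wells with vehicle and 100% = uninduced wells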
tuberculosis growth = growth inhibition of non-replicating M. tuberculosis (AID 488890); 320,000 compounds, 0.39% hits; Mycobacterium tuberculosis non-replicating, growth inhibition; higher % means a stronger effect; one-dose inhibition, % at 25 µM; IC50 in µM for titrated hits; in the data active means a potency from the dose series; inconclusive means inhibition mostly from about 82% at the one dose, without a potency; inactive means the rest, 99 in 100 with inhibition below about 76%;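 further: plate controls were DMSO cells for no effect and high antibiotic wells for full effect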
inhibitors of VEEV 10K pilot screen = recorded beside inhibitors of VEEV, whose call it bears; inhibition, %; measured here: 10K pilot screen inhibition
Numbers without * were called inactive; i = inactive; ? = inconclusive; . = not tested or not shown. Random draw from the library; overall some 1.5% were active at least once.

SMILES	H37Rv inhibition	H1N1 NS1A inhibition	inhibitors of VEEV	PhoP GFP inhibition	tuberculosis growth	others
O=c1c(Cl)c(N2CCC3(CC2)OCCO3)cnn1C12CC3CC(CC(C3)C1)C2	-2.9%	.	0.4%	-4.8%	-19.1%
COc1ccc(NC(=O)CSc2nc(SC)ns2)c(OC)c1	4.4%	-0.9%	3.4%	-12.6%	?
COc1cc(C(=O)COC(=O)CNC(=O)C2CCCCC2)cc(OC)c1OC	-7.0%	28.8%	0.6%	11.8%	2.9%
O=C(/C=C/c1ccc(F)cc1)NNC(=O)CCN1CCN(Cc2ccccc2)CC1	4.2%	-3.9%	i	-10.8%	2.4%
CCOC(=O)CCn1nnc(N)n1	0.7%	-7.1%	0.3%	0.0%	-0.1%
CCCCCC(O)(c1ccc(OC)cc1)C(CN1CCOCC1)c1ccccc1 (stereo not drawn)	12.1%	-0.3%	i	-5.1%	12.0%
O=C(NCc1nc2ccccc2[nH]1)C1CCCCC1	-8.6%	-7.8%	i	4.4%	0.9%
COCCN(Cc1ccccc1)C(=O)C1CCN(C(=O)Nc2ccccc2)CC1	-11.6%	-9.3%	1.5%	.	5.3%
CCOC(=O)C(NC(=O)CC)(N1CCc2ccccc2C1)C(F)(F)F (stereo not drawn)	-0.6%	0.7%	0.1%	16.4%	9.1%
CSc1ccc(C(=O)Nc2cc(S(=O)(=O)N3CCOCC3)ccc2N2CCOCC2)cc1[N+](=O)[O-]	.	-0.8%	6.9%	.	.
Nc1cc(C(F)(F)F)ccc1Nc1ccccc1	-4.2%	2.4%	i	0.3%	4.4%
CCOC(=O)c1sc(NC(=O)C2CC2)nc1C	-3.6%	0.3%	1.2%	-9.5%	.
COc1ccc(C(=O)OCC(=O)c2ccc(Cl)s2)c(OC)c1OC	?	-0.9%	1.0%	3.2%	52.4%
COc1ccccc1C(=O)Nc1c(C)n(C)n(-c2ccccc2)c1=O	6.1%	-2.5%	2.6%	-8.5%	4.2%
Nc1ccc(-c2ccc(N)cc2)cc1	.	4.8%	3.4%	.	.

Among those listed so far, these contain fluorine:
SMILES	H37Rv inhibition	H1N1 NS1A inhibition	inhibitors of VEEV	PhoP GFP inhibition	tuberculosis growth	others
O=C(/C=C/c1ccc(F)cc1)NNC(=O)CCN1CCN(Cc2ccccc2)CC1	4.2%	-3.9%	i	-10.8%	2.4%
CCOC(=O)C(NC(=O)CC)(N1CCc2ccccc2C1)C(F)(F)F (stereo not drawn)	-0.6%	0.7%	0.1%	16.4%	9.1%
Nc1cc(C(F)(F)F)ccc1Nc1ccccc1	-4.2%	2.4%	i	0.3%	4.4%

Remaining list, next part.
SMILES	H37Rv inhibition	H1N1 NS1A inhibition	inhibitors of VEEV	PhoP GFP inhibition	tuberculosis growth	others
COC(=O)C1=C(N)Oc2cc(C)[nH]c(=O)c2C1c1cccnc1 (stereo not drawn)	-0.4%	2.0%	1.4%	-1.0%	-32.2%	inhibitors of VEEV 10K pilot screen=0.5
O=C(O)CN1C(=O)/C(=C/C=C/c2ccccc2)SC1=S	3.6%	5.0%	0.6%	-8.3%	-34.2%
CC(=O)c1ccc(NC(=O)CSc2nnc(C3CC3)n2C2CC2)cc1	6.8%	-1.6%	3.8%	.	4.2%
c1ccc2c(c1)OCCOCCOCCOCCOc1ccccc1OCCOCCOCCO2	-0.8%	-3.7%	0.8%	-3.5%	-5.6%
CC(C)(C)n1nnnc1C(c1ccc2ncccc2c1)N1CCSCC1 (stereo not drawn)	-10.9%	-3.2%	i	4.7%	17.2%
COc1ccc(NC(=O)N2CCN(CCC#N)CC2)cc1	1.4%	0.8%	7.6%	-6.7%	-0.1%
O=C(NC(=O)c1ccccc1)C1=C(N2CCCC2)COC1=O	-8.2%	-2.4%	2.3%	.	3.7%
O=C(O)C(Oc1ccc2c(-c3ccccc3)cc(=O)oc2c1)c1ccccc1 (stereo not drawn)	8.6%	11.8%	0.2%	8.7%	-3.5%
CNc1cncc(C(=O)O)c1	-4.8%	-4.4%	0.8%	-12.8%	-5.7%
Cc1ccc(S(=O)(=O)N2CCC(C(=O)OC(C)C(=O)NCc3ccccc3)CC2)cc1C (stereo not drawn)	0.5%	16.2%	4.4%	6.7%	35.5%
CC(=C/c1ccccc1)/C=N/n1cnnc1	6.5%	4.1%	4.4%	-9.9%	11.4%
COCCCn1c(=S)[nH]c2ccc(N3CCOCC3)cc2c1=O	-19.8%	-5.1%	2.0%	-3.9%	-4.0%
CN(C)CCNCCCOc1ccccc1-c1ccccc1	-0.6%	.	.	-1.9%	15.7%
CCN(CC)CCn1c(NCc2ccc(C)o2)nc2ccccc21	2.6%	-1.5%	i	-9.9%	2.1%
C[C@]12CCC3C(CCC4=CC(O)CC[C@@]43/C=N/O)C1(O)CCC2C1=CC(=O)OC1 (stereo partly drawn)	-2.3%	3.6%	27.9%	5.5%	8.2%
Cc1ccc(NC(=O)CSc2nnc(COc3ccccc3F)n2N)cc1S(=O)(=O)N1CCOCC1	.	0.8%	i	.	.
CCOC(=O)c1c[nH]c2c(Cl)ccc(Cl)c2c1=O	2.5%	-28.6%	0.2%	9.2%	-1.7%
NS(=O)(=O)c1ccc(NNC(=O)c2ccc(F)cc2F)cc1	-4.8%	.	1.1%	7.7%	-6.2%
CCOc1ccc(-c2cc(C(=O)NN=C3CCN(C)CC3)[nH]n2)cc1	10.7%	-2.5%	1.7%	-11.2%	0.8%
COc1cccc(CC(=O)OC(C)C(=O)NCc2ccc3c(c2)OCO3)c1 (stereo not drawn)	-8.4%	-4.7%	1.9%	9.4%	-14.6%
CC(C)c1[nH]nc2c1C(c1cccs1)C(C#N)=C(N)O2 (stereo not drawn)	-19.2%	6.3%	0.3%	14.2%	-0.5%
CCCCN(C(=O)c1cc2c(s1)CCC2)c1c(N)n(CCCC)c(=O)[nH]c1=O	-1.1%	-6.4%	3.3%	3.2%	20.6%
CC1CCN(C(=O)c2ccc(N3CC4CC(C3)c3cccc(=O)n3C4)c([N+](=O)[O-])c2)CC1 (stereo not drawn)	2.6%	5.2%	0.5%	-3.6%	-7.3%
COc1cc(OC)cc(C(=O)NC(=S)N2C[C@H]3C[C@H](C2)c2cccc(=O)n2C3)c1	-9.3%	3.1%	1.3%	0.7%	.
CCCCN(C)C(=O)C(Cc1ccccc1)NS(=O)(=O)c1ccc2c(c1)CCC(=O)N2 (stereo not drawn)	0.7%	0.6%	1.9%	-14.2%	20.9%
COC(=O)CC1(Cc2ccccc2)C(=O)NC(=O)NC1=O	-3.7%	-2.1%	2.7%	-0.9%	-13.2%
CSCCC(C(=O)N1C[C@]2(C)C[C@H]1CC(C)(C)C2)N1C(=O)c2ccccc2C1=O (stereo partly drawn)	-1.8%	9.2%	6.2%	-1.3%	45.8%
COc1cc(C(=O)NCc2cn3ccsc3n2)cc(OC)c1OC	-6.6%	2.8%	0.9%	-18.7%	-13.9%
COC(=O)CSc1nnc2n1C(C)(C)Cc1ccccc1-2	-4.2%	-3.5%	3.2%	-3.1%	-4.2%
CC(=O)Nc1ccc(S(=O)(=O)Oc2ccc(C=O)cc2)cc1	15.6%	0.8%	2.1%	3.7%	53.3%
C[C@H](CO)N1C[C@H](C)[C@@H](CN(C)C(=O)Nc2ccc(C(F)(F)F)cc2)Oc2ccc(NS(=O)(=O)c3cn(C)cn3)cc2C1=O	5.4%	-2.9%	0.6%	.	11.3%
Cc1nn(C)c(Cl)c1NC(=O)OCc1ccccc1	-25.9%	1.8%	0.1%	-6.5%	-0.2%
CC1=C(C(=O)Nc2ccccc2Cl)C(c2ccc(N(C)C)cc2)NC(=O)N1 (stereo not drawn)	6.2%	-9.1%	0.1%	4.5%	13.4%
Cc1ccc(CN2CCN(Cc3cnn(-c4ccc(Cl)cc4)c3)CC2CCO)o1 (stereo not drawn)	6.6%	0.2%	0.6%	-5.6%	16.6%
O=C(NCc1n[nH]c(=S)n1-c1ccc(Br)cc1)c1ccc(S(=O)(=O)N2CCCC2)cc1	7.1%	-5.2%	0.2%	-5.0%	-27.7%
O=C(O)c1ccc(/C=N/n2cc(-c3ccccc3)[nH]c2=S)cc1	-1.2%	-11.4%	i	19.1%	-14.9%
O=C(O)c1cnc2[nH]c3ccccc3n2c1=O	-8.1%	15.4%	0.4%	9.1%	1.7%
CCc1ccccc1NC(=O)CN(C)C(=O)CSc1nnc(Nc2cccc(C)c2)s1	3.4%	-5.7%	1.8%	-6.1%	-5.1%
COc1ccc(-n2nc(C(=O)NCC(=O)N3CCCC3)c3ccccc3c2=O)cc1	1.8%	-7.6%	i	2.7%	-10.5%
CCOC(=O)c1ccccc1NC(=O)CN(c1ccccc1OCC)S(C)(=O)=O	2.6%	0.1%	2.3%	1.3%	0.0%
COc1cc(C(=O)NNC(=O)C2CC=CCC2C(=O)O)cc(OC)c1OC (stereo not drawn)	-0.9%	-7.8%	1.3%	-10.0%	-4.4%
COc1ccc(N2CCN(C(=O)c3ccc(CS(=O)(=O)c4ccccc4C)o3)CC2)cc1	-3.2%	2.0%	11.2%	-0.1%	17.6%	inhibitors of VEEV 10K pilot screen=7.9
CCCc1cc(Nc2ccccc2OCC)n2ncnc2n1	0.4%	-4.8%	1.3%	-10.8%	47.0%
Cc1oc(-c2nc3ccccc3n2C)cc1C(=O)c1ccccc1	14.4%	-2.7%	1.5%	-13.9%	79.3%	inhibitors of VEEV 10K pilot screen=5.2
COc1cc(NC(=O)c2ccc(OC)c([N+](=O)[O-])c2)ccc1NC(=O)c1cccs1	-9.3%	-1.1%	0.5%	0.9%	-9.4%

Quoted at random: 6 compounds from above, in no set order.
SMILES	H37Rv inhibition	H1N1 NS1A inhibition	inhibitors of VEEV	PhoP GFP inhibition	tuberculosis growth	others
Cc1nn(C)c(Cl)c1NC(=O)OCc1ccccc1	-25.9%	1.8%	0.1%	-6.5%	-0.2%
COc1ccc(-n2nc(C(=O)NCC(=O)N3CCCC3)c3ccccc3c2=O)cc1	1.8%	-7.6%	i	2.7%	-10.5%
Cc1ccc(CN2CCN(Cc3cnn(-c4ccc(Cl)cc4)c3)CC2CCO)o1 (stereo not drawn)	6.6%	0.2%	0.6%	-5.6%	16.6%
COc1cc(NC(=O)c2ccc(OC)c([N+](=O)[O-])c2)ccc1NC(=O)c1cccs1	-9.3%	-1.1%	0.5%	0.9%	-9.4%
O=C(O)c1cnc2[nH]c3ccccc3n2c1=O	-8.1%	15.4%	0.4%	9.1%	1.7%
C[C@H](CO)N1C[C@H](C)[C@@H](CN(C)C(=O)Nc2ccc(C(F)(F)F)cc2)Oc2ccc(NS(=O)(=O)c3cn(C)cn3)cc2C1=O	5.4%	-2.9%	0.6%	.	11.3%

The results go on:
SMILES	H37Rv inhibition	H1N1 NS1A inhibition	inhibitors of VEEV	PhoP GFP inhibition	tuberculosis growth	others
O=C1C2CCCN2C(c2ccc(Br)cc2)N1c1ccc(F)cc1 (stereo not drawn)	-8.2%	-1.9%	0.5%	2.6%	-31.2%
O=C(CSc1nc2ccccc2o1)Nc1nc(-c2ccccc2)cs1	?	3.1%	0.2%	0.6%	?
O=C1NC2=C(C(=O)CCC2)C(c2ccccc2)N1 (stereo not drawn)	-3.2%	1.4%	1.3%	-11.1%	-21.5%
CCN(C(=O)CSc1ncnc2c1cnn2-c1ccccc1)C1CCS(=O)(=O)C1 (stereo not drawn)	5.2%	7.0%	5.3%	-7.0%	10.9%
O=c1cc(O)c2sc3nc(-c4ccccc4)cc(C(F)(F)F)c3c2[nH]1	5.2%	4.5%	0.1%	4.7%	?
